# TRPML3 ag: human TRPML3 channel agonists, primary screen, cell-based, HEK293 TRPML3-YFP, Fluo-8 calcium fluorescence, 3 µM; activation, % at 3 µM; 100% = the carbachol control signal; actives 0.29% (n = 220,000); Mucolipin-3 (Homo sapiens), Q8TDD5;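 active = activation above its plate's cutoff, the mean activation of the plate's test wells plus 3 SD, cut at about 12% in these data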;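 note: 0% = DMSO only wells and 100% = carbachol wells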
# Target sequence (Q8TDD5 whole entry, looked up): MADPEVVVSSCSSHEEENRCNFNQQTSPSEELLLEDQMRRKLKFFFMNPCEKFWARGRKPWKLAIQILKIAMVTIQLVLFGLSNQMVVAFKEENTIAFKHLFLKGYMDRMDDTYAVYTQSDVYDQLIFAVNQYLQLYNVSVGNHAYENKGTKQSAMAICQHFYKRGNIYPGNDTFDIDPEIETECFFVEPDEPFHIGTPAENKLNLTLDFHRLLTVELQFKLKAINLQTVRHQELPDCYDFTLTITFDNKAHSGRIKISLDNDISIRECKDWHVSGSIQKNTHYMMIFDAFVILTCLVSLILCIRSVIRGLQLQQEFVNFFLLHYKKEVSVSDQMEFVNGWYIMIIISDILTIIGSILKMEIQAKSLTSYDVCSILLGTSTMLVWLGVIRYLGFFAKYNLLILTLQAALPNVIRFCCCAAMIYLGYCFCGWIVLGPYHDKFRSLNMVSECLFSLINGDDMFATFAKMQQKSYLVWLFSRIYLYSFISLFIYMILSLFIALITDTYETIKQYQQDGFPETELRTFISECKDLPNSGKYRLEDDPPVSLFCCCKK
#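 Test system: HEK293 cells stably carrying human TRPML3-YFP; Doses: single dose, 3 µM final nominal compound, 0.3% DMSO final; Schedule: dye loading 1 h 37 °C then 30 min ambient, 125 s read; Technique: Fluo-8 calcium fluorescence; Benchmarks: high control carbachol 87 µM, low control DMSO.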
# PPC-1+TRAIL kill: compounds killing PPC-1 cancer cells with TRAIL present, primary screen, TRAIL potentiator project, ATPLite luminescence, uHTS. PPC-1 cells + TRAIL, ATPLite viability luminescence. cell killing (% activity), % at 4 µM. AID 1443, 2008. actives 0.41% (n = 220,000);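 active = cell killing above 50% in the first pass at 4 µM, then a duplicate retest at 5 µM averaging 50% or more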;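 note: plate controls were cells with TRAIL plus DMSO for no effect and medium-only wells lacking cells for full effect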
# 14-3-3 Bad PPI: inhibitors of 14-3-3 zeta/Bad binding, primary screen, biochemical, TR-FRET, bovine 14-3-3 zeta; inhibition, % at 21.7 µM; actives 0.71% (n = 220,000); 14-3-3 protein zeta/delta (Bos taurus), P63103; AID 781, 2007; TR-FRET 14-3-3zeta/Dy647-pBad peptide displacement, 1 h;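 active = inhibition above about 70%, limit read from the data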;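 note: 0% = full 14-3-3 plus peptide FRET controls and 100% = background without 14-3-3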
# NPY Y1 blocker: NPY-Y1 receptor antagonists, primary screen, cell-based; inhibition, % at 3.6 µM; Neuropeptide Y receptor type 1 (Homo sapiens), P25929; HEK293-CNG Y1 cells, membrane potential fluorescence; NPY at EC95, then isoproterenol; actives 1% (n = 200,000);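 active = inhibition above the campaign mean inhibition of all tested compounds plus 3 SD, cut at about 20% in these data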;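 note: 0% = DMSO wells given NPY plus isoproterenol and 100% = isoproterenol alone without NPY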
# Target sequence (P25929 whole entry, looked up): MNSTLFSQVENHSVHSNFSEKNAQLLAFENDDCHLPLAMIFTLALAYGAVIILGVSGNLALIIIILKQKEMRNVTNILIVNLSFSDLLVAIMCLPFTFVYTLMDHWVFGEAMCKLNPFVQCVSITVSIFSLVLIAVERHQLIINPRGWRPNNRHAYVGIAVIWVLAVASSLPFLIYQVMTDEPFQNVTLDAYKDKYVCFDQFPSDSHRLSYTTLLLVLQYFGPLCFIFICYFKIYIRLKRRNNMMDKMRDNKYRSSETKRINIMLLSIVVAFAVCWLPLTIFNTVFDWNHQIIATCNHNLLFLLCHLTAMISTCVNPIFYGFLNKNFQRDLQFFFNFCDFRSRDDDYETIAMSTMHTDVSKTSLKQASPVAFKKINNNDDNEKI
#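 Benchmarks – high control isoproterenol alone, low control NPY with isoproterenol · Material – HEK293 Y1/CNG channel cell line · Times – dye 3 h, compound 60 min room temperature, stimulation 45 min · Probe or stimulus – NPY (25 nM), isoproterenol (1 µM), Ro 20-1724 (25 µM) · Evaluation – % inhibition of NPY effect · Signal – fluorescence, membrane potential probe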
# CHOP inh: inhibitors of CHOP promoter induction, primary screen, cell-based, unfolded protein response, luciferase reporter; inhibition, % at 10 µM; CHO-K1 CHOP-promoter luciferase, tunicamycin-induced, 15-18 h; actives 3.8% (n = 220,000); AID 2732, 2010;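 active = compounds that reduced the stress-induced luciferase reporter signal by more than about 70% of percent inhibition, limit read from the data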;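 note: 0% = tunicamycin plus vehicle and 100% = wells without tunicamycin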
# TRPN1 ag: zebrafish TRPN1 channel agonists, primary screen, cell-based, HEK293, calcium fluorescence | transient receptor potential cation channel N1 (TRPN1/NompC), Danio rerio | HEK293 zebrafish TRPN1-YFP, Fluo-8 calcium fluorescence; 100% = response to 87 µM carbachol | activation, % at 3 µM | actives 0.18% (n = 220,000);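 active = activation above its plate's cutoff, the mean activation of test wells on that plate plus 3 SD, cut at about 19% in these data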;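 note: 0% = DMSO alone and 100% = 87 µM carbachol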
#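 Material: zebrafish TRPN1-YFP in HEK293 cells. Doses: one dose of 3 µM, 0.3% DMSO. Incubation: dye 1 h 37 °C plus 30 min RT. Measured by: intracellular calcium fluorescence with Fluo-8.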
# NPY1 pot ag: NPY-Y1 receptor potentiators or agonists, primary screen, cell-based; NPY-Y1 expressing cells, potentiator/agonist activation; Neuropeptide Y receptor type 1 (Homo sapiens), P25929; actives 0.37% (n = 220,000); activation, % at 3.6 µM; in the data active = activation above about 33%, passing the limit was not always enough;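 note: cells stimulated with NPY at EC10 then isoproterenol at EC100; 0% = low agonist plus stimulus and 100% = saturating agonist plus stimulus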
# EP2 mod: EP2 receptor modulators, cAMP readout, primary screen, cell-based, HTRF cAMP, PGE2 stimulation | Prostaglandin E2 receptor EP2 subtype (Homo sapiens), P43116 | EP2-expressing cells, cAMP HTRF FRET, PGE2 co-stimulation | induction, % at 25 µM | actives 0.83% (n = 260,000) | AID 940, 2007;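 active = compounds whose cAMP rise, as percent of the full-agonist control response, exceeds 60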;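 note: rat C6 glioma line stably carrying human EP2 under a CMV promoter; the protocol text gives 20 µM as final concentration; 100% = response of wells given 1 µM PGE2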
# PGE2 EP2 inh: human EP2 receptor antagonists, primary screen, TR-FRET cAMP, C6 glioma cells | Prostaglandin E2 receptor EP2 subtype (Homo sapiens), P43116 | C6 glioma cells expressing human EP2; cells stimulated with saturating PGE2 | inhibition, % at 25 µM | actives 0.52% (n = 260,000);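 active = percent inhibition above 40 after rounding to a whole number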;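 note: rat C6 glioma host cells with rolipram phosphodiesterase inhibitor present; the protocol text gives 20 µM as final concentration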
# * = called active by the depositor; x = no result given; & = joins results of further samples; [ ] = another dose, or the depositor's remark. This is a subset; the hit share may differ from the screen's.
# Results follow in this order: TRPML3 ag | PPC-1+TRAIL kill | 14-3-3 Bad PPI | NPY Y1 blocker | CHOP inh | TRPN1 ag | NPY1 pot ag | EP2 mod | PGE2 EP2 inh
> CC(C)N(CCNC(=O)C1CCC(=O)N1Cc1ccc(F)cc1)Cc1ccccc1 (configuration not stated)
 : 0.7 | -24 | x | 11 | x | 0.8 | -10 | x | 16
> NC(=O)c1ccc(-n2nnnc2SCC(=O)Nc2ccccc2-c2ccccc2)cc1
 : 1.5 | -2 | 14[fluorescence artefact?] | -5 | 40 | 3.0 | 15 | -13 | 7
> Cc1cc(-c2ccccc2)cc(-c2ccccc2)[n+]1C
 : 0.4 | 4 | -9 | 3 | 15 | 1.6 | 0 | -21 | 0
> Cn1c(SCC(=O)NC2CCCCC2)nnc1-c1cc2ccccc2o1
 : -0.7 | 24 | 9 | 7 | 62 | 0.7 | -9 | 9&13 | 16&10
> O=C(CS(=O)(=O)c1cn(Cc2ccc(F)cc2)c2ccccc12)N1CCOCC1
 : 0.1 | -7 | 2 | -2 | 17 | 0.6 | 1 | -1 | 6
> CN(C)S(=O)(=O)c1ccc(C(=O)NCCOc2ccccc2)cc1
 : 0.4 | -15[5 µM] | 1 | -1 | -39 | 0.0 | -2 | 0 | 4
> CCCCNC(=O)CCC(=O)Nc1ccc2nc(N3CCC(C)CC3)cc(C)c2c1
 : 1.1 | -1[5 µM] | 1 | 2 | -10 | 1.3 | -8 | -29 | 3
> Cc1ccccc1C(=O)Nc1nc2n(n1)C(c1ccccc1)CC(=O)N2 (configuration not stated)
 : 1.1 | 6 | -8 | 7 | 13 | -1.2 | 3 | -2 | 4
> CCN(CC)CCCN(C(=O)Cn1nnc(-c2ccc(OC)c(OC)c2)n1)C(C(=O)NC(C)(C)C)c1ccc(F)cc1 (configuration not stated)
 : 0.7 | 17 | -10 | 32* | 14 | 0.7 | -74 | 4 | 6
> O=C(CSc1nc2ccccc2o1)Nc1nncs1
 : 0.3 | -9 | 15[fluorescence artefact?] | 5 | 27 | 0.1 | -37 | 14 | 12
> O=S(=O)(NCCSc1ccccc1)c1cccs1
 : -1.1 | 19 | 4 | 3 | 34 | -0.3 | 4 | 6 | 6
> CSc1nnc([C@H](C)NC(=O)OC(C)(C)C)o1
 : 1.2 | -14 | 15 | -5 | -18 | -0.3 | 4 | 19 | 3
> Cc1cc(C)c(C(=O)CSC2=NC(N)=C(C#N)C3(CCCCC3)C2C(N)=O)cc1C (configuration not stated)
 : 0.3 | 4 | -3 | -1 | 7 | -0.5 | 15 | 5 | 8
> CCC(=O)Nc1ccc(NC(=S)NC(=O)c2cc3ccccc3o2)cc1
 : 1.1 | 20 | -2 | -2 | 9 | 0.9 | 9 | -18 | 5
> Cc1c(NC(=O)CN2CCCc3ccccc32)c(=O)n(-c2ccccc2)n1C
 : -0.5 | -12 | -3 | 1 | 2 | -0.7 | 2 | 5 | 9

# Next structures:
# Results follow in this order: TRPML3 ag | PPC-1+TRAIL kill | 14-3-3 Bad PPI | NPY Y1 blocker | CHOP inh | TRPN1 ag | NPY1 pot ag | EP2 mod | PGE2 EP2 inh
> COc1ccc(-n2c(SCC(=O)N3CCCCC3)nc(O)cc2=O)cc1
 : 0.5 | 2 | 5 | -5 | -3 | 1.7 | -4 | 7 | 2
> COc1ccc(Cc2nc3c4c(ncn3n2)Oc2ccc3ccccc3c2C4c2ccc(OC)c(OC)c2)cc1 (configuration not stated)
 : 0.3 | 30 | 7 | -5 | 18 | 0.1 | 8 | 13 | 5
> COc1ccccc1CNC(=O)CCNS(=O)(=O)c1cccc2nsnc12
 : 0.9 | 6 | 8 | -3 | 33 | -0.4 | 8 | -7 | 8
> Cc1ccccc1NC(=O)Cn1nnc(-c2ccc(N3CCOCC3)cc2)n1
 : 0.2 | 11 | -4 | -1 | -15 | 1.6 | -9 | -2 | 16
> COC(=O)c1ccc(S(=O)(=O)N2CCC(O)CC2)n1C
 : 0.2 | 15 | 4 | x | -25 | 1.0 | -16 | -3 | 5
> Cc1cc(N=Cc2cc(Br)ccc2O)no1
 : 0.8 | -1 | -3 | 5 | 29 | 1.0 | 16 | 20 | 8
> O=C(O)Cn1nnn(-c2ccccc2)c1=S
 : 0.3 | 28 | 1 | 8 | 7 | 0.9 | -21 | 18 | 8
> O=C(NCCCN1CCCC1)c1ccc2c(c1)N(Cc1ccccc1)CCS2
 : 0.3 | 2 | -5 | x | 17 | -0.2 | 28 | -22 | 14
> O=C(NCc1ccc2c(c1)OCO2)C1CCCN(C(=O)c2ccc(Cl)cc2)C1 (configuration not stated)
 : -0.2 | 16 | 1 | 1 | 5 | -0.2 | -27 | -2 | 13
> CCOC(=O)CNC(=O)N1CCCC(CNS(=O)(=O)c2cccs2)C1 (configuration not stated)
 : 0.0 | 25 | -8 | 0 | 21 | 1.4 | 6 | 23 | 2
> CCN1C(=O)/C(=C\c2nc3ccccc3c(=O)n2-c2ccccc2)c2ccccc21
 : 0.8 | 12 | 78*[fluorescence artefact?] | 5 | 2 | 0.0 | -27 | 43 | 13
> CC(C)C(NC(=O)C1CCCCC1)C(=O)NC1CCN(Cc2ccccc2)CC1 (configuration not stated)
 : 0.8 | -6 | -1 | 6 | -30 | 0.0 | -2 | 22 | 8
> CC(C)(C)C(=O)/C=C1\NC(=O)CS1
 : -0.1 | -2 | -5 | 0 | -7 | 0.0 | 8 | 18 | 1
> COc1ccccc1N1CCN(C(=O)/C=C/c2ccc(C)cc2)CC1
 : 0.3 | 20 | -14[fluorescence artefact?] | 6 | 29 | -1.6 | 3 | -60 | 6
> COC(=O)[C@H](Cc1ccccc1)NC(=O)N1CCCCC1C (some centres not stated)
 : 0.3 | -6 | -7 | -6 | -6 | 0.8 | 1 | 1 | 10

# (further entries)
# Results follow in this order: TRPML3 ag | PPC-1+TRAIL kill | 14-3-3 Bad PPI | NPY Y1 blocker | CHOP inh | TRPN1 ag | NPY1 pot ag | EP2 mod | PGE2 EP2 inh
> CCN(CC)S(=O)(=O)c1ccc(NC(=O)CN(c2cccc(C)c2)S(C)(=O)=O)cc1
 : 0.8 | -1 | 4 | -6 | -6 | 2.2 | -7 | -7 | 18
> COc1ccc2c(c1)c(C(=O)CN1CCC(C(N)=O)CC1)c(C)n2C
 : 0.5 | 9 | 14 | 4 | -3 | 0.5 | 12 | 17 | 8
> Cc1c(/C=N\NC(=O)C2COc3ccccc3O2)c2ccccc2n1C (configuration not stated)
 : 0.5 | 8 | 1 | 8 | -19 | -0.1 | -11 | 1 | 5
> CCOC(=O)CSc1nnc(Cc2ccccc2)n1Cc1ccco1
 : -0.1 | -12 | 2 | 10 | 7 | 0.6 | -8 | -17&4 | 6&12
> Cc1c(N)cc(N)cc1C(=O)O
 : 2.7 | 8 | 84* | x | 14 | 3.5 | 5 | 18 | 6
> O=C(N/C(=N\O)c1ccccc1)Nc1ccc(Cl)cc1
 : 0.3 | 3 | 4 | -3 | -13 | 0.0 | 1 | -4 | 15
> CC1=C/C(=N\OS(=O)(=O)c2ccccc2)C(C)=CC1=O
 : 13* | 12 | -6 | -8 | 111* | 13 | 54* | -24 | 133*
> C/C(=N\NC(=O)CNc1ccccc1)c1ccccc1
 : 0.5 | 11 | 6 | 3 | 14 | 0.5 | 15 | -18 | 3
> O=C(CSc1nnc2n1CCCN2)c1ccc([N+](=O)[O-])cc1
 : 0.5 | -8 | -2 | x | -1 | 1.6 | 9 | -15 | 3
> CCCCc1nc2ccccc2c(N)c1CCC (tested in a mixture with another compound)
 : 0.5 | 32 | -6[fluorescence artefact?] | 15 | 4 | 0.8 | -49 | 0 | 5
> CCN(CC)S(=O)(=O)c1ccc(OC)c(NS(=O)(=O)c2cccc(C(=O)O)c2)c1
 : -0.1 | 4 | -7 | 15 | -1 | 0.4 | 2 | 23 | 4
> COc1ccc(OCC(O)CNC(=O)/C=C/c2cccc([N+](=O)[O-])c2)cc1 (configuration not stated)
 : 1.3 | 10 | -4 | 0 | 6 | -0.1 | -24 | -53 | 4
> CCOc1ccc(NC(=O)Nc2cc(C(C)C)ccc2C)cc1
 : 0.5 | 17 | -7 | x | 93* | 1.5 | 13 | 28 | 5
> Cc1ccc(S(=O)(=O)N2CCN(C(=O)CSc3ncc(C(F)(F)F)cc3Cl)CC2)cc1
 : 0.3 | 28 | 1[fluorescence artefact?] | -1 | 27 | -1.0 | 15 | -15 | 0
> CC(=O)c1nn(-c2ccccc2)cc1C(=O)c1cccc(Br)c1
 : -0.3 | 2 | 12 | -1 | 13 | 0.6 | -9 | 9 | 4

# From PubChem BioAssay
